# CF NFkB block = inhibitors of cystic fibrosis induced NF-kB; KKLEB NF-kB-GFP reporter, PAF-induced, GFP fluorescence overnight; inhibition, % at 5 µM; 360,000 compounds, 0.86% hits;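 active = at least 50% inhibition at 5 µM, scaled per plate between neutral and stimulator controls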;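 note: PAF is a Pseudomonas aeruginosa culture filtrate used as stimulus; plate controls were PAF-stimulated DMSO wells for no effect and unstimulated DMSO wells for full effect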
# hiPSC survival = increases survival of single human iPS cells; 360,000 compounds, 0.044% hits; survival enhancement, % at 20 µM; AID 602274; hiPSC single-cell survival, ATPlite luminescence; 100% = ROCK inhibitor wells, 0% = DMSO; in the data active = survival enhancement above about 18%;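 note: cells exposed to compounds for 16 hours before the ATP read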
# aDG glyco up = increases alpha dystroglycan glycosylation. Pro5-aDG cells, alpha-DG glycosylation AlphaScreen (IIH6); 0% Pro5, 100% B10-LARGE cell signal. activation, % at 10 µM. 360,000 compounds, 0.22% hits. AID 624168;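 active = activation of at least 8% versus controls, or a plate z-score of at least 8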;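 note: Pro5 are CHO cells carrying HIG-tagged alpha-DG that lacks glycosylation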
# TRPM1 prom inh = MITF TRPM1 promoter inhibition in SK-MEL-5 cells; SK-MEL-5 TRPM1 promoter luciferase, 24 h; inhibition, % at 12.5 µM; AID 488899; 330,000 compounds, 0.83% hits;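 active = mean inhibition across replicates of 60% or more, whatever share of single replicates reaches that level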; note: values of inactives mirror those of a sister screen read the other way
# TWEAK-Fn14 inh = inhibitors of TWEAK-Fn14 interaction signaling; TWEAK-stimulated Fn14 reporter cells, luciferase luminescence, 8 h; inhibition, % at 10 µM; 360,000 compounds, 2% hits; in the data active = inhibition above about 50%
# NR2E3 ag-1 = agonists of human NR2E3 nuclear receptor; Q9Y5X4; CHO-S Gal4-NCOR/VP16-NR2E3 two-hybrid, luciferase; inhibition of corepressor binding, % at 3.98 µM; 360,000 compounds, 0.35% hits; AID 602229;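 active = inhibition above the mean of all tested compounds plus 3 SD, cut at about 70% in these data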;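 note: 0% = DMSO with NR2E3 transfected cells and 100% = cells lacking NR2E3 construct; higher means lower luciferase signal from less NR2E3 corepressor binding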
# Target sequence (Q9Y5X4 whole entry, looked up, the tested form may be a part): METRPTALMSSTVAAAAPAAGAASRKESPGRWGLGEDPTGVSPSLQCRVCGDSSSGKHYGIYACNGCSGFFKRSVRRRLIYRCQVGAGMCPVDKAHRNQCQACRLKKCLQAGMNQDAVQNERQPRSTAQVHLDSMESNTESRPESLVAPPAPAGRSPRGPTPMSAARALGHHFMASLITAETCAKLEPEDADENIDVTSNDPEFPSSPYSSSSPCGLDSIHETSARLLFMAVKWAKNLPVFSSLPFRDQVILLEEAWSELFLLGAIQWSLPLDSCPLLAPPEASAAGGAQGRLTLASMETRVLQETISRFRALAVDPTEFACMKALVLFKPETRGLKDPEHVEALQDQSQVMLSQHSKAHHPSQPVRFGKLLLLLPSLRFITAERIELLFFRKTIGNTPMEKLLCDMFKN
# KKLEB tox = CF airway cell cytotoxicity counter-screen; KKLEB CF airway cells viability, ATPlite luminescence, overnight; active compounds read low; cells stimulated with P. aeruginosa culture filtrate; activity change (cytotoxicity), % at 5 µM; 360,000 compounds, 0.36% hits; AID 602141;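 active = corrected activity change at or below -50% at 5 µM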
# Peg3 prom inh = inhibitors of Peg3 promoter | HeLa PEG-Prom luciferase reporter, luminescence, overnight | inhibition, % at 20 µM | 360,000 compounds, 1.7% hits;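 active = inhibition of at least 50% at 20 µM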
# Shn3 inh set2 = reduces Shn3 3'UTR luciferase signal in osteoblasts | Clone20 osteoblast Shn3 3'UTR firefly luciferase, 24 h | inhibition, % at 12.5 µM | 360,000 compounds, 0.52% hits | AID 588674;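 active = mean inhibition of at least 75% with every replicate also reaching 75%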;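 note: 0% = median of neutral control wells and 100% = pilot-screen positive control compound; some compounds past the cut are filed as inactive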
# HIF-2a inh = HIF-2a inhibition | 360,000 compounds, 0.72% hits | AID 624352 | 786-0 RCC cells HIF-2a reporter, luciferase luminescence, overnight | inhibition, % at 18.8 µM;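 active = inhibition of the luminescence signal of 40% or more relative to plate controls, in a single-dose primary screen at 18.75 µM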
# NR2E3 ag-2 = agonists of human nuclear receptor NR2E3. 320,000 compounds, 0.12% hits. inhibition of corepressor binding, % at 4.78 µM. GST-NR2E3/biotin-RetCOR TR-FRET, 1536-well. AID 2300. Q9Y5X4;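 active = percent inhibition above the cutoff of mean plus 3 SD of all tested compounds, set per screening campaign, cut at about 20% in these data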;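 note: 0% = DMSO wells and 100% = biotin wells as full block of FRET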
#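 Format: 1536-well format; test system: GST-NR2E3 and biotin-RetCOR proteins; read-out basis: percent inhibition of TR-FRET ratio; timing: 5 h incubation at 4 °C; detection: time-resolved FRET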
# * = called active by the depositor; . = not tested or not shown.
SMILES,CF NFkB block,hiPSC survival,aDG glyco up,TRPM1 prom inh,TWEAK-Fn14 inh,NR2E3 ag-1,KKLEB tox,Peg3 prom inh,Shn3 inh set2,HIF-2a inh,NR2E3 ag-2
Cc1cc(C)n(CCc2nc(-c3ccco3)cs2)n1,12,-0.4,0.0,1,7,-28,-8,-15,-14,7,4
CC(C)(C)C(CCl)C(=O)NN=C(c1ccccc1)c1ccccc1 (stereo not drawn),6,-2.4,0.0,3,-3,-1,1,-7,-1,-1,-3
CCOC(=O)C1CCN(c2c(NCc3ccc(C(=O)Nc4ccc(C)cc4)cc3)c(=O)c2=O)CC1,7,-0.7,0.1,-1,-7,-3,-7,6,0,2,-4
CC(OC(=O)CN1C(=O)NC(C)(C)C1=O)C(=O)c1ccccc1 (stereo not drawn),-5,-1.7,0.0,-2,-4,7,-2,17,-15,6,-3
COc1ccc(-c2c(O)c(C#N)c(-c3ccccc3)n(-c3ccc(OC)cc3)c2=O)cc1,-9,-0.9,-0.4,5,-7,-36,-2,-7,-3,-7,4
COc1ccc(F)cc1S(=O)(=O)N1CC(C)CC(C)C1 (stereo not drawn),-5,0.9,0.0,-4,-3,-29,12,4,1,5,-1
O=C(CSc1nnc(Cc2ccccc2)n1-c1ccccc1)NNC(=O)Cc1ccccc1,-15,-2.4,-0.1,1,16,12,10,6,0,-21,4
O=P(c1ccccc1)(c1ccccc1)c1ccccc1C(Br)Br,5,0.1,0.0,.,-20,18,1,36,-1,19,.
O=C(Cn1c(=O)n(Cc2ccco2)c(=O)c2ccccc21)NCC1CCCO1 (stereo not drawn),-4,0.5,0.0,9,7,-15,-7,-1,.,14,-2
Cc1ccc(S(=O)(=O)NC(C)C(=O)N2CCOCCOCCOCCOCC2)cc1 (stereo not drawn),2,-0.8,-0.1,6,-10,-36,0,-2,-13,17,-1
Cc1nc2nc(-c3ccco3)[nH]n2c(=O)c1Cc1ccccc1,-2,6.1,-0.2,4,1,3,7,-1,0,-6,2
CCOc1ccc(NS(=O)(=O)c2cc3c4c(c2)CCN4C(=O)CC3)cc1,8,-0.2,0.2,5,4,-16,-8,-2,24,8,2
CCOc1ccc2c(c1)c(N=NC(N)=S)c(O)n2C,-53,0.1,0.1,-2,-11,-16,-1,-3,.,-9,-2
O=C(COC(=O)C1CC2CCCC(C1)C2=O)NC1CCCCC1 (stereo not drawn),-6,1.4,0.1,-5,18,7,11,3,-14,7,1
Cc1cccc(Nc2cc(=O)[nH]c(=O)[nH]2)c1,4,-0.3,1.5,-7,2,-13,18,19,-4,14,4
CCOc1ccc(CCN2C(=O)C(=O)N([C@@H](CC(C)C)CN3CCC[C@@H]3CN3C(=O)C(=O)NC[C@@H]3CC(C)C)C[C@@H]2Cc2ccccc2)cc1,18,2.7,-0.2,.,13,-5,-5,11,-2,6,.
CCn1c(=O)n(-c2ccc(Cl)cc2)c(=O)c2c3c(sc21)COC(C)(C)C3,3,1.0,0.1,16,-3,-1,13,27,6,18,-1
CCCCc1nnc(SCCSc2nnc(CCCC)n2N)n1N,0,-0.8,-0.3,11,-5,3,0,13,-19,4,-3
Oc1ccc(/C=N/N(Cc2ccccc2)c2ccccc2)cc1,-4,-0.4,-0.2,-5,18,25,8,18,3,-2,0
CCN1C(=O)[C@H]2[C@@H](c3ccc(C)cc3)N3C(=O)N(c4cccc(F)c4)C(=O)[C@@]3(CC)[C@H]2C1=O,19,-2.1,-0.2,6,2,3,-12,5,-11,0,1
Cn1c(=O)c2c(nc(NCCNC(=O)c3ccco3)n2Cc2ccc(Cl)cc2Cl)n(C)c1=O,-5,-1.5,0.0,1,-21,1,1,12,41,-3,-1
C[C@@H]1CC2OC(=O)[C@@]3(C)C(=O)CC[C@@](C)(C23)[C@@]1(O)CCc1ccoc1 (stereo partly drawn),-3,-0.6,0.0,1,-4,-2,-3,10,4,5,-4
Cc1ccc(NC(=O)C(C)OC(=O)CCN=C2NS(=O)(=O)c3ccccc32)cc1 (stereo not drawn),14,0.1,0.2,3,3,8,-6,13,11,1,2
CC1(C(=O)NS(=O)(=O)c2cccc(Cl)c2)CCN1C(=O)c1ccccc1 (stereo not drawn),-2,0.1,-0.2,.,10,-31,4,5,-3,-3,.
COCCOCCn1cnc2ccccc21,-12,-0.2,0.3,-3,1,-7,2,1,17,10,1
CN(C(=O)COC(=O)c1ccc2c(c1)OCO2)c1c(N)n(Cc2ccccc2)c(=O)[nH]c1=O,-29,-0.3,0.2,-8,-6,12,9,4,10,7,3
COc1ccc(CN(C)C(=O)c2cccc(Oc3ccccc3)c2)c(OC)c1OC,17,0.3,0.1,-1,26,31,0,27,27,11,3
CCOc1ccc2nc(SCC(=O)NCc3ccc4c(c3)OCO4)[nH]c2c1,-20,-1.6,0.2,18,-22,-20,-7,16,-6,0,2
Cc1cc(C(=O)Nc2ccccc2N2CCCCC2)no1,-17,-0.5,-0.1,2,-17,-5,-2,4,2,12,2
CCOC(=O)C1=C(C)N=c2s/c(=C\C(=O)OC)c(=O)n2C1c1ccc(OC)cc1 (stereo not drawn),3,-1.8,-0.2,-3,87*,2,7,6,-2,15,3
c1ccc(NC2=NCCN2CC2CCC2)cc1,4,1.9,0.2,11,-15,-18,1,-17,3,-20,5
CCc1cc2c(SCC(=O)O)ncnc2s1,13,-1.4,-0.2,7,1,11,-4,6,-9,13,1
COc1ccccc1-c1nc(S(=O)(=O)c2ccccc2)c(N2CCCCC2)o1,2,-0.5,0.1,-1,10,4,2,-13,25,-3,4
COC(=O)c1[nH]c2cc(OC)c(OC)cc2c1NC(=O)CN1C[C@H]2C[C@@H](C1)c1cccc(=O)n1C2,-5,3.4,0.2,0,0,-9,8,-14,7,11,6
C[C@H](NC(=O)OCc1ccccc1)C(=O)N[C@@H](Cc1c[nH]c2ccccc12)C(=O)O,-14,3.9,-0.1,2,0,15,-29,-19,7,8,-1
COc1ccc2nc(SCCN(C)C)[nH]c2c1,-1,-0.2,-0.1,2,3,-25,2,-18,6,-29,-4
Cc1cccc(-n2c(CNC(=O)c3ccccc3)nnc2SCC(=O)Nc2nccs2)c1,-6,0.3,-0.1,19,-5,-8,18,12,-13,10,1
CCN(CC)c1ccc(/C=C2\CCC(/C=C(\C#N)C(=O)Nc3ccccc3F)=C2N2CCOCC2)cc1,28,-2.6,-0.2,36,15,-8,-28,31,-11,19,.
O=C(CSc1nnc(-c2n[nH]c3ccccc23)n1-c1ccccc1)Nc1ccccc1Cl,0,-1.1,0.2,6,46,-34,-22,37,-12,4,-3
Cc1cc(NC(=O)CSc2nc(=O)cc(N)n2-c2ccc(Cl)cc2)no1,0,-0.8,0.0,-1,-13,3,11,7,-15,25,3
Nc1ccc(Nc2ccccc2)c(S(=O)(=O)O)c1,3,0.8,-0.1,-7,10,1,-2,-6,.,19,-3
O=C(c1cccc(C(F)(F)F)c1)N1CCC(O)(CS(=O)(=O)Cc2ccccc2)CC1,-4,4.8,0.0,14,6,4,-1,4,-8,6,-2
CCOC(=O)c1ccc(N/C=C2\CCCCC2=O)cc1,0,0.4,-0.5,-69,18,-48,3,-328,-53,-210,5
COc1ccccc1OCc1ccc(C(=O)N2CCOCC2)o1,-6,-1.1,0.0,-3,-2,4,12,-7,2,7,0
O=C(CSc1nnc(C2CC2)n1Cc1ccco1)NCC(F)(F)F,-1,-1.2,-0.3,5,-2,2,15,-3,-2,15,-1

# Sorted by the number under TRPM1 prom inh (high to low): three of the compounds above.
Compound	CF NFkB block	aDG glyco up	TRPM1 prom inh	TWEAK-Fn14 inh	NR2E3 ag-1	Peg3 prom inh	Shn3 inh set2	HIF-2a inh	NR2E3 ag-2
O=C(CSc1nnc(-c2n[nH]c3ccccc23)n1-c1ccccc1)Nc1ccccc1Cl	0	0.2	6	46	-34	37	-12	4	-3
Cc1nc2nc(-c3ccco3)[nH]n2c(=O)c1Cc1ccccc1	-2	-0.2	4	1	3	-1	0	-6	2
CCOC(=O)c1ccc(N/C=C2\CCCCC2=O)cc1	0	-0.5	-69	18	-48	-328	-53	-210	5

# Later entries
SMILES,CF NFkB block,hiPSC survival,aDG glyco up,TRPM1 prom inh,TWEAK-Fn14 inh,NR2E3 ag-1,KKLEB tox,Peg3 prom inh,Shn3 inh set2,HIF-2a inh,NR2E3 ag-2
C/C(=N\NC(=O)C(O)(c1ccccc1)c1ccccc1)c1ccc(NC(=O)CCCC(=O)O)cc1,-29,-0.4,0.0,4,-6,-8,-27,-3,-2,12,.
O=C(CNc1ccc(F)cc1)N/N=C/c1c(O)ccc2ccccc12,15,-0.7,0.1,34,18,-3,2,51*,92*,-9,-4
Cc1ccc(-c2noc(CCC(=O)NCC3CCCO3)n2)cc1 (stereo not drawn),8,-4.0,0.0,8,15,15,-13,0,-16,-9,3
COC(=O)CCCNC(=O)c1ccc2nc(Cc3ccc(OC)cc3)oc2c1,-13,-0.7,0.0,-26,1,-54,-10,-21,-1,-57,4
COc1ccc(Nc2ccc([N+](=O)[O-])cn2)cc1,-6,-0.2,-0.1,-46,-19,-61,4,-190,-65,-256,-2
CC(C)C(OC(=O)c1cc2sccc2n1C)C(=O)NCC1CCCO1 (stereo not drawn),4,0.7,0.1,1,-9,-13,0,4,-6,-15,6
Cc1ccc(NCc2n[nH]c(=S)n2-c2cccc(Cl)c2)cc1,-6,0.5,0.0,4,11,-17,19,14,13,4,3
CCCOc1ccc(NC(=O)CC2Nc3ccccc3NC2=O)cc1 (stereo not drawn),-9,-0.3,0.0,-6,6,-17,-2,-9,-9,-14,-2
O=C(O)CCS(=O)(=O)c1cccc2cccnc12,-28,0.5,-0.1,2,-3,-7,-10,-1,-4,-8,1
O=C(NCc1n[nH]c(=S)n1-c1cccc(C(F)(F)F)c1)c1ccc(S(=O)(=O)N2CCCC2)cc1,12,0.2,-0.6,-2,7,5,6,10,10,11,4
Cc1cc2ccccc2nc1SCC(=O)N1CCCC1,6,-0.6,0.3,-12,-2,-1,-7,5,2,-16,5
Clc1ccc(/C=N/N2CCN(Cc3ccccc3Cl)CC2)cc1,-4,0.3,-0.4,14,-12,0,-8,-31,15,-66,3
CCOc1ccc(S(=O)(=O)NCCC(=O)NCCc2ccc(OCC)c(OCC)c2)cc1,5,0.3,-0.1,-5,3,3,-18,7,3,22,0
CC(C)(C)NC(=O)CN1CCCN(C(=O)c2cccc(S(=O)(=O)N3CCc4ccccc43)c2)CC1,-14,-0.1,-0.2,6,-2,-6,5,3,9,2,7
COc1cccc(S(=O)(=O)N(C)C[C@H]2OCc3cn(nn3)CCCC(=O)N([C@@H](C)CO)C[C@@H]2C)c1,-15,-0.7,0.1,.,4,-11,1,1,-1,5,.
OCCCC1CCCCN1Cc1nc(Cc2ccccc2Cl)no1 (stereo not drawn),7,-0.1,-0.2,5,4,-22,-11,12,-2,16,0
Cc1ccc2cc(F)c(F)c(F)c2n1,-3,-0.6,-0.1,.,-4,-7,0,-30,-19,19,.

# Part of the list above, showing only HIF-2a inh and TRPM1 prom inh:
Compound	HIF-2a inh	TRPM1 prom inh
COc1ccccc1-c1nc(S(=O)(=O)c2ccccc2)c(N2CCCCC2)o1	-3	-1
Cc1cccc(Nc2cc(=O)[nH]c(=O)[nH]2)c1	14	-7
COCCOCCn1cnc2ccccc21	10	-3
